# Source: PubChem (several laboratories)
# HSF-1 act: increases HSF-1 driven luciferase reporter signal | NIH3T3-HGL HSF-1 luciferase reporter, MG132, 8 h; 100% = twice DMSO control signal | activation, % at 9 µM | 1.7% of 300,000 active | AID 504408;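 active = mean replicate activation of at least 50% with a set share of replicates each reaching 50%; inconclusive = only one of those two conditions met; inactive = mean below 50% and too few replicates reaching it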;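 also: 0% = median of the neutral control wells and 100% = twice that signal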
# KLF5 inhibitor: suppresses KLF5 promoter-driven expression; DLD-1 KLF5 promoter-luciferase reporter, luminescence; 0.23% of 290,000 active; AID 1700; inhibition, % at 5 µM;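 active = inhibition above a per-plate limit of that plate's mean compound inhibition plus 3 SD, cut at about 60% in these data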;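 also: 0% = DMSO wells and 100% = LY294002 at 200 µM; higher means less KLF5 promoter-driven luciferase light; inactives centre near -14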
# aSyn UTR inh: MLPCN primary screen, SNCA 5' untranslated region; 0.82% of 300,000 active; inhibition, % (tested at 7.5 µM); AID 1813; alpha-synuclein 5'UTR reporter, inhibitor activity; in the data active = inhibition above about 60%; inconclusive = no clear call, values can overlap the other calls;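 also: H4 neuroglioblastoma cells stably carrying SNCA 5'UTR luciferase fusion; 0% = DMSO wells and 100% = positive control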
# HIF activator: HIF pathway transcriptional activation. U2OS HRE-luciferase reporter, luminescence; normalized: DMSO 0%, desferrioxamine 100%. activation, % at 7.5 µM (by protocol). 0.32% of 300,000 active;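 active = mean activation of at least 10% of the iron chelator positive control signal, with at least half of replicates also reaching 10%; inconclusive = mean and replicate majority disagree about reaching 10%; inactive = mean and most replicates under 10%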
# AI-2 QS mod: modulators of Vibrio harveyi AI-2 quorum sensing system | AID 2094 | Vibrio harveyi JMH597 AI-2 luminescence/OD600 ratio, 9 h; hits give low values; strain lacks LuxN and CqsS sensors; 0 = neutral-control median | 0.4% of 300,000 active | activity change, % at 7.5 µM; in the data active = activity change below about -75%, passing the limit was not always enough; inconclusive = no clear call, values can overlap the other calls;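 also: luminescence divided by OD600 gain over 9 h not by final OD600 alone; inactives centre near 13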
# GSK3 alpha inh: blocks human GSK-3 alpha kinase; ADP-Glo luminescence, 60 min; inhibition, % at 10 µM; 0.1% of 320,000 active; AID 2650;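 in the data active = inhibition above about 50%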;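 also: GST-tagged GSK-3 alpha with peptide substrate and 25 µM ATP; 0% = DMSO neutral wells and 100% = GW8510 positive control wells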
# Target sequence (P49840 whole entry, looked up): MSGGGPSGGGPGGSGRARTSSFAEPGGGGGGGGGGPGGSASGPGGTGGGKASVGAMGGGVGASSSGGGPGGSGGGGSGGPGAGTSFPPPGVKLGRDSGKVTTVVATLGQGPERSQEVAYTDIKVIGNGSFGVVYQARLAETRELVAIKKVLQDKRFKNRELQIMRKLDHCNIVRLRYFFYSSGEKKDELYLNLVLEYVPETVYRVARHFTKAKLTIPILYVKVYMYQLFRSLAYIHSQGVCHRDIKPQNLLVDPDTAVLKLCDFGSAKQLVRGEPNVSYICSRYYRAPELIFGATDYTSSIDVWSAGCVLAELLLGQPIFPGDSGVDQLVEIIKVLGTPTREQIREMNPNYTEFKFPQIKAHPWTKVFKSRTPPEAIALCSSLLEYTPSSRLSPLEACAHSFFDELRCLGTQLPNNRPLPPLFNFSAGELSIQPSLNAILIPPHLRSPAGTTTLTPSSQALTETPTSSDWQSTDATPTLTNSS
# HSP90 refold inh: blocks HSP90-mediated luciferase refolding in reticulocyte lysate | Rabbit reticulocyte lysate, luciferase refolding luminescence, 3 h | inhibition, % at 5.6 µM | 0.91% of 290,000 active | AID 1789;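 active = inhibition above the screen-wide mean plus 3 SD, computed separately per campaign, cut at about 16% in these data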;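 also: 0% = DMSO wells and 100% = 60 µM geldanamycin wells; inhibitors lower the luminescence because luciferase stays unfolded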
# GSK3B inh: blocks human GSK3beta kinase activity; activity score (negative = inhibition), % at 10 µM; P49841; GST-GSK3beta kinase, ADP-Glo luminescence, 60 min; hits give low values; 0.038% of 300,000 active;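 active = more than half of replicate wells score below -50%, meaning over 50% inhibition versus plate controls; inconclusive = some replicates but at most half score below -50%; inactive = no replicate scores below -50%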;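 also: 0% = median DMSO wells and -100% = median GW8510 positive control wells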
# Target sequence (P49841 whole entry, looked up): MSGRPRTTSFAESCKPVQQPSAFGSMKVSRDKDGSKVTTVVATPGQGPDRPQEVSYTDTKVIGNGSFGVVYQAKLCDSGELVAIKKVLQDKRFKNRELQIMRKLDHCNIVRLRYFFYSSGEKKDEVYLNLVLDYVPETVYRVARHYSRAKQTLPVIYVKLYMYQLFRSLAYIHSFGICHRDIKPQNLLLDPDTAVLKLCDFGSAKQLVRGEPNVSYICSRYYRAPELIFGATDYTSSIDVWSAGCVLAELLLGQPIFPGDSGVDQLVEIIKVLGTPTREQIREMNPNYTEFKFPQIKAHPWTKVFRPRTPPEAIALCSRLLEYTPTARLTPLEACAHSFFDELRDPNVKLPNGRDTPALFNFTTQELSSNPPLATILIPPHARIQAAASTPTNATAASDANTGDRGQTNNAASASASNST
#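 Test system: GST-tagged human GSK3beta kinase, cell-free; evaluation: activity score scaled between in-plate DMSO and GW8510 controls; measured by: ADP-Glo luminescence; incubation: 60 min reaction, RT; benchmarks: DMSO and 20 µM GW8510; reagent: peptide substrate plus 25 µM ATP (final); medium: Tris/MgCl2 kinase buffer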
# IEC-6 cytotox: IEC-6 cytotoxicity, counter-screen for KLF5 inhibitors. 0.78% of 290,000 active. luminescence viability. inhibition, % at 5 µM. AID 1825; in the data active = inhibition above about 22%;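 also: 0% = plate median of test compound wells and 100% = cytotoxic reference compound wells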
# HSF1 inh: HSF1 inhibition | NIH3T3-HGL HSE-luciferase, MG132-induced, luminescence 8 h; hits give low values | activity change, negative = inhibition, % at 7.5 µM (by protocol) | 0.77% of 300,000 active;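 active = more than half of replicate wells show activity change below -50%, luminescence cut by over half; inconclusive = some wells, but at most half, below -50%; inactive = no replicate well below -50%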;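 also: luciferase reports HSF-1 transcriptional activity via heat shock element; 0% = median of DMSO wells and -100% = zero luminescence signal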
# Active calls of the source: *; ? = inconclusive; nt = no result given. Compounds as they come. Share with any hit: about 4.7%.
# The opening three compounds (preview)
SMILES,HSF-1 act,KLF5 inhibitor,aSyn UTR inh,HIF activator,AI-2 QS mod,GSK3 alpha inh,HSP90 refold inh,GSK3B inh,IEC-6 cytotox,HSF1 inh
CCC(Sc1nc2ccccc2c(=O)n1CCN1CCOCC1)C(=O)NCc1cccnc1 (stereo unspecified),-20,-37,-20,-0.4,10,-2,-4,-2,1,-10
Cc1ccc(S(=O)(=O)C2(C(=O)NC3CCCCC3)CC2)cc1,-24,-6,-10,-0.3,4,-2,-1,15,1,-1
CCOC(=O)CSc1nnc(SCCN2C(=O)c3ccccc3C2=O)s1,1,-16,-7,0.2,38,-2,-3,1,0,-5

# This part in full, from the start:
SMILES,HSF-1 act,KLF5 inhibitor,aSyn UTR inh,HIF activator,AI-2 QS mod,GSK3 alpha inh,HSP90 refold inh,GSK3B inh,IEC-6 cytotox,HSF1 inh
CCC(Sc1nc2ccccc2c(=O)n1CCN1CCOCC1)C(=O)NCc1cccnc1 (stereo unspecified),-20,-37,-20,-0.4,10,-2,-4,-2,1,-10
Cc1ccc(S(=O)(=O)C2(C(=O)NC3CCCCC3)CC2)cc1,-24,-6,-10,-0.3,4,-2,-1,15,1,-1
CCOC(=O)CSc1nnc(SCCN2C(=O)c3ccccc3C2=O)s1,1,-16,-7,0.2,38,-2,-3,1,0,-5
O=c1/c(=C\c2ccc3c(c2)OCO3)sc2n1CCCN=2,?,-175,-83,1.6,22,5,-4,1,-4,26
Cn1nc(C(=O)NCCOc2ccccc2)c2ccccc2c1=O,-3,-23,-15,0.4,26,-2,0,0,0,2
COc1ccc(N2C(=O)CC(NCCNc3ccc([N+](=O)[O-])cn3)C2=O)cc1 (stereo unspecified),16,-4,-6,1.4,7,0,-7,-1,-2,0
Cc1cnc(=O)[nH]c1SCC(=O)Nc1nccs1,-6,nt,5,0.1,19,-2,nt,-3,nt,0
Cc1ccc(-n2c(SCC(=O)NCc3ccco3)nnc2-c2cccnc2)c(C)c1,-12,-6,-24,0.0,2,0,-1,-2,-9,7
O=C(COC(=O)c1ccc(O)cc1O)Nc1ccc(Cl)cn1,16,-3,9,-0.3,-83*,21,1,-3,0,6
CCOC(=O)N/N=C1\CCc2ccccc21,13,-51,-102,1.5,6,-1,-2,1,2,11
CCN1CCc2c(OCc3ccccc3)cccc2C1=O,-39,-19,22,0.4,-1,0,2,0,6,?
COC(=O)c1c(NC(=O)CC2SC(N)=NC2=O)sc(C)c1C (stereo unspecified),4,-24,13,0.6,9,-2,-4,-1,-7,-3
C=CCNc1oc(Cc2cccc3ccccc23)nc1C#N,27,-29,21,-0.3,29,3,-2,0,-3,7
O=C(N/C(=C\c1ccc(Br)cc1)C(=O)N1CCOCC1)c1ccc([N+](=O)[O-])cc1,23,5,1,-0.2,13,0,0,1,-10,14
CSc1ccccc1C(=O)N1CCN(c2cccc(Cl)c2)CC1,-7,6,13,1.8,30,1,2,-1,17,0
CC(C)N1C(=O)C2C(c3ccccc3O)NC(C)(C(=O)O)C2C1=O (stereo unspecified),9,nt,-3,nt,19,-3,nt,1,nt,-1
CC(C)[C@H](NC(=O)c1ccccc1Cl)C(=O)NC1CCCCCC1,6,2,-39,1.0,8,2,0,0,0,-5
COC(=O)CN1C(=O)[C@H]2[C@@H](C3CC3)N3C(=O)CN(Cc4ccccn4)C(=O)[C@@]3(Cc3ccccc3)[C@H]2C1=O,-13,-13,16,0.1,17,0,-9,-2,-4,-9
Cc1cccc(C(=O)NCC2CCN(C(=O)c3cccc(C)c3)CC2)c1,0,-32,12,0.2,14,-2,-1,1,-8,-7
C[C@@H](C(=O)N1CCN(C(=O)OC(C)(C)C)CC1)n1cc(CCC(=O)O)nn1,3,-18,-14,-0.4,8,-3,9,0,2,-3
CCOC(=O)Cc1nnc(NC(=O)CSc2ccc(Cl)cc2)s1,14,-56,-2,-0.3,33,nt,4,-1,10,5
NC(=O)CCC(NC(=S)Nc1ccccc1)C(=O)O (stereo unspecified),0,-34,2,-0.3,8,-2,3,-2,5,-1
CSCCOC(=O)C1=C(C)NC(=O)NC1c1ccc2c(c1)OCO2 (stereo unspecified),56*,-8,9,-1.2,19,-3,10,3,5,23
Cn1c(Cc2ccccc2)nnc1SCc1ccc(C(=O)O)cc1,-2,1,8,-0.5,15,-6,7,-2,9,-7
COC(=O)c1sccc1S(=O)(=O)Nc1ccc(C)cc1,-5,10,-15,0.1,4,-4,0,2,-7,-9
COc1ccccc1/C=N/NC(=O)C(=O)N1CCN(c2ccccc2OC)CC1,-9,-17,-4,-0.2,24,-2,-3,3,-4,-1
CC(=O)Nc1ccc(S(=O)(=O)NC(CC(=O)NCCC2=CCCCC2)C(C)C)cc1 (stereo unspecified),1,-6,19,0.1,25,-2,0,2,3,-3
O=C(O)CCCC(=O)Nc1ccc(N2CCCC2)cc1,-13,-20,3,-0.3,-12,1,0,1,-2,-3
CCOC(=O)c1c(C)oc2c1c(C(c1cccnc1)N1CCOCC1)c(O)c1ccccc12 (stereo unspecified),1,-38,-245,3.9,27,nt,10,3,12,2
CCn1c(SCC(=O)NC2CC2)nnc1C(C)Oc1ccccc1 (stereo unspecified),8,-21,1,-0.3,9,-1,-1,4,-1,4
COc1ccc(CCNC(=O)COc2nsnc2N2CCOCC2)cc1OC,-9,-29,2,-0.2,12,0,-1,4,-6,-4
CN1C(=O)COc2ccc(C(=O)c3oc4ccccc4c3-c3cnc4c(c3)COc3ccccc3-4)cc21,26,-53,25,-0.6,-1,nt,2,-1,0,4
CCOP(=O)(OCC)C(NC(=O)Nc1c(C)cc(C)cc1C)c1ccccc1 (stereo unspecified),-6,3,-4,-0.1,10,-3,-2,0,6,-3
COc1ccc(C(=O)OCC(=O)Nc2c(C)cccc2C)c(OC)c1OC,6,0,8,-5.9,49,-1,7,-3,-2,-7
COC(=O)Cn1c(C)nc(=O)c(-c2ccccc2)c1C,-6,-10,8,-0.2,14,1,0,-4,-5,-5
Cc1ccccc1NC(=O)Cn1nnc2ccccc21,-8,-2,-30,-0.1,8,-2,2,4,0,4
Cn1c(C(=O)NCc2ccccc2)cc2oc3ccccc3c21,38,-40,-18,2.9,11,-1,1,1,6,6
O=C(OCc1ccccc1C(F)(F)F)c1cc([N+](=O)[O-])ccc1N1CCOCC1,17,-37,28,-0.1,7,-3,-2,4,2,8
COc1cccc(/C=N/n2cnc3cc(C)c(C)cc32)c1OC,37,-10,-97,0.5,13,1,0,3,-2,6
Cc1noc(C)c1CSc1nnc(-c2cccnc2)n1C1CCCCC1C (stereo unspecified),4,13,8,0.4,-3,-3,2,-3,5,3
O=C(CN1CCCCC1)N1c2ccccc2Oc2ccccc21,-4,-37,3,-0.1,4,-1,-1,-1,4,0
CC(C)CC(NC(=O)C(COCc1ccccc1)NC(=O)OC(C)(C)C)C(=O)NN (stereo unspecified),-7,-16,5,0.4,16,-5,-1,1,2,-5
CC(OC(=O)Cn1[nH]c(=O)c2ccccc2c1=O)C(=O)Nc1ccc(F)cc1Cl (stereo unspecified),12,nt,9,-0.3,13,-2,nt,1,nt,4
COc1cc(C(=O)NCc2nnc(SCC(=O)Nc3cccc(C(F)(F)F)c3)o2)cc(OC)c1OC,10,-26,-3,-0.3,-9,0,-1,nt,6,-5
COc1ccccc1C(=O)Nc1ccc(Br)cc1C,14,-25,-96,2.3,24,-1,3,-7,6,13
CCCCn1c(-c2nn(C)cc2Cl)n[nH]c1=S,-12,-3,27,-0.2,18,0,3,2,5,6
O=C(CCCN1C(=O)c2cccc3cccc(c23)C1=O)NCc1cccnc1,28,-18,-5,-0.1,42,1,6,6,10,-3
COCCOC1CCN(C(=O)C2CCC(=O)N(CCc3ccccc3)C2)CC1 (stereo unspecified),5,-21,3,0.3,25,3,-3,-1,-6,-5
O=C1CCC(C(=O)NCCCn2ccnc2)N1 (stereo unspecified),5,-33,16,nt,17,-1,-1,1,4,-9
CC(=O)N1c2ccc(S(=O)(=O)NCCC(=O)Nc3ccc(C)c(Cl)c3)cc2CC1C (stereo unspecified),10,-49,-7,-0.2,6,-1,1,2,4,-4
Cc1cc(NC(=S)NC(=O)/C=C/c2ccc(S(=O)(=O)N3CCOCC3)cc2)ccc1Br,100*,-8,-16,0.3,15,-1,-3,4,-4,85
Cc1cc(NC(=O)Cc2ccccc2C)no1,5,-8,-19,0.4,12,-1,-1,1,1,-6
COc1ccc(NC(=O)Nc2ccccc2F)cc1Cl,28,-154,-184,1.9,-12,-2,0,-2,8,2
CCCCN(CCCC)Cc1ccc(C(=O)NN)o1,-17,-41,-4,-0.2,9,1,3,-4,-7,-6
CC(C)(O)C#Cc1ccc(C(=O)N2CCC(CCC(=O)NC3CC3)CC2)cc1,-5,-33,-11,-0.5,17,-2,-7,3,0,1
CCOC(=O)c1[nH]c(C)c(C(=O)NCc2ccccn2)c1C,-11,-13,1,0.1,4,0,3,-1,7,-7
Cn1c(=O)c(C(=O)CCl)c(N)n(Cc2ccccc2)c1=O,-53,-7,-5,-0.1,15,-2,7,1,-5,-38
CCc1ccc(NS(=O)(=O)c2cccc3nsnc23)cc1,-11,-28,-24,0.8,12,2,-1,-3,-3,7
CC1=C(C(=O)Nc2cccc(C(=O)NC3CCCC(C)C3C)c2)SCCO1 (stereo unspecified),1,7,-3,-0.5,6,-1,-7,1,6,13
O=C(Nc1nc2c(s1)CCCC2)c1cc(-c2ccccc2)nc2ccccc12,-28,-3,2,0.7,31,-2,-7,-1,1,-16

# (cont.)
SMILES,HSF-1 act,KLF5 inhibitor,aSyn UTR inh,HIF activator,AI-2 QS mod,GSK3 alpha inh,HSP90 refold inh,GSK3B inh,IEC-6 cytotox,HSF1 inh
CCOC(=O)c1sc(NC(=O)CCCn2nc([N+](=O)[O-])cc2C)c(C(=O)OCC)c1C,1,2,-13,nt,13,-2,-2,-2,-5,4
O=C(COC(=O)c1ccc(F)cc1)Nc1ccccc1N1CCOCC1,3,-20,7,-0.2,7,1,2,-5,-1,-7
CCc1ccccc1NC(=O)CSc1nc2ccccc2nc1N1CCOCC1,-1,13,-3,-0.4,19,1,-2,2,-4,-2
c1ccc(CN2CCN(C3CCCSc4ccccc43)CC2)cc1 (stereo unspecified),23,nt,-20,-0.8,12,2,nt,2,nt,-2
CC(CCc1ccccc1)NC(=O)COC(=O)CC1CC2CCC1C2 (stereo unspecified),-20,-5,16,-0.4,6,-3,0,3,4,-3
O=C(/C=C/c1ccco1)NCC1CCCO1 (stereo unspecified),12,-27,-17,-0.2,2,1,3,2,8,-3
CSc1cnn(-c2ccccc2)c(=O)c1SC,-6,-2,-7,-0.7,11,-1,1,1,0,-4
CC(C)(C)NC(=O)C(c1cccs1)N(CC1CCCO1)C(=O)c1ccc(-c2ccccc2)[nH]1 (stereo unspecified),14,-20,-13,0.1,24,1,0,2,-11,0
COc1ccccc1C(=O)C1CCCN(C(=O)c2cccc(-n3cccn3)c2)C1 (stereo unspecified),6,5,7,-0.1,22,-3,0,-1,4,5
